Assay outcomes: PubChem BioAssay, National Center for Advancing Translational Sciences (NCATS)
Apoferritin bind = candidate novel general anesthetic via apoferritin binding; P02791; apoferritin/1-aminoanthracene competitive binding, fluorescence; Potency, µM (titrated, usually from 77.5 µM), for the others: at the top dose activity change, negative = displacement, actives largely listed as inhibitors; hit rate 0.074% among 350,000; note: % is set by controls: 0 for no effect and ±100 for the full control effect; nearly all actives have a fitted effect of over 20% in size
Target sequence (P02791 2-175 limits assumed): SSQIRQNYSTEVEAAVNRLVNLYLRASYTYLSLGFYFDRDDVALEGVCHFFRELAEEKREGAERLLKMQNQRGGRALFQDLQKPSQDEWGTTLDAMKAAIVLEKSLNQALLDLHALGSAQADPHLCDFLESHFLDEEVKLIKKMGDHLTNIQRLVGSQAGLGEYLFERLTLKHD
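Steps: apoferritin (10 uM) was premixed with half-saturated 1-AMA in PBS, compounds were pin-transferred, plates stood 10 min at room temperature, fluorescence was read at 380/535 nm, and curves were fitted with a Hill equation.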
Pol beta inh = inhibitors of human DNA polymerase beta | AID 485314 | Potency, µM (top dose mostly 114 µM), inactives show at the highest dose activity change, negative = inhibition, hits mostly inhibitors | hit rate 1.3% among 340,000 | Pol beta primer extension/strand displacement, fluorescence kinetic | P06746; note: % is set by controls: 0 for no effect and ±100 for the full control effect
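Reaction started by 50 nM substrate onto compound-treated Pol beta (10 nM, 15 min preincubation, room temperature); plates read at 0 min and 10 min. Normalized concentration-effect data fitted by four-parameter Hill equation.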
Pol kappa inh = inhibitors of human DNA polymerase kappa; purified Pol kappa, fluorescent DNA synthesis assay, 10 min; hit rate 0.53% among 400,000; Potency, µM (doses to about 107 µM), for inactives: at the highest dose activity, negative = inhibition, usual class: inhibitors; note: % is set by controls: 0 for no effect and ±100 for the full control effect
Target sequence (Q9UBT6 whole entry, looked up): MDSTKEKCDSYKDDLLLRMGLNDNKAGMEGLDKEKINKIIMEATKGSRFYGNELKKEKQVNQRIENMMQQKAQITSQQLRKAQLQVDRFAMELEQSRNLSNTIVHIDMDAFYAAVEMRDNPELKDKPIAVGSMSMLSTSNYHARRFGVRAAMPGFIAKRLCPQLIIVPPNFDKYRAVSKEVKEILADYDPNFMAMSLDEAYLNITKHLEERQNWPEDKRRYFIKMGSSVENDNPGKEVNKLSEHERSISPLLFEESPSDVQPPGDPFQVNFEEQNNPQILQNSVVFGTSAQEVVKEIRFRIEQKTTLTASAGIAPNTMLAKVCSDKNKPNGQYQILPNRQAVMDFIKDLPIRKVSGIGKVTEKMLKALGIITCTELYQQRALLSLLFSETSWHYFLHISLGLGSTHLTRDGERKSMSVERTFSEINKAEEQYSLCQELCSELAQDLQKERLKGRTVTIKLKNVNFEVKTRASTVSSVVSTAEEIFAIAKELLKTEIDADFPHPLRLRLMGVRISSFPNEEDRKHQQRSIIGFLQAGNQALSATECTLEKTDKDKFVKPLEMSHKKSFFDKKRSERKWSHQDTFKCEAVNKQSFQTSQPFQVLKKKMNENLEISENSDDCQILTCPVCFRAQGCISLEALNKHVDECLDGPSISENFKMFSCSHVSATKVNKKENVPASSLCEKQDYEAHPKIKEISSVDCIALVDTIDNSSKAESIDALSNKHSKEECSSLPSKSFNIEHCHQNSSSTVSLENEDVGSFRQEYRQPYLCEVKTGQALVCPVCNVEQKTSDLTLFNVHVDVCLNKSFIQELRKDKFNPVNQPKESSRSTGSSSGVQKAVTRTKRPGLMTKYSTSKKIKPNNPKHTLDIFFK
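Inhibition of 10 nM Pol kappa is measured by a fluorescent read-out at 0 and 10 min following addition of 50 nM substrate (final), with a 15-min room-temperature compound preincubation.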
Pol iota inh = blocks human DNA polymerase iota activity; Q9UNA4; Pol iota fluorescent replication assay, 10 min; Potency, µM (doses to about 115 µM), for inactives: at the top dose activity, negative = inhibition, hits mostly inhibitors; hit rate 1% among 390,000
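Fluorescent replication assay read twice, at 0 min and 10 min after adding 50 nM (final) substrate. Enzyme (10 nM) and compounds were first incubated 15 min at room temperature; enzyme-free buffer wells were negative controls.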
BLM inh = blocks DNA unwinding by human BLM helicase. hit rate 0.2% among 350,000. recombinant BLM DNA unwinding, fluorescence dequenching. Potency, µM (series often up to 56.1 µM), inactives show top-dose activity change, negative = inhibition, actives largely listed as inhibitors;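 note: plate controls were vehicle for no effect and no enzyme for full effect; nearly all actives have a fitted effect of over 35% in size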
BAZ2B inh = inhibitors of human BAZ2B bromodomain. AlphaScreen BAZ2B-H3K14Ac peptide displacement. Potency, µM (top dose mostly 114 µM), without a hit: top-dose activity change, negative = inhibition, actives largely listed as inhibitors. hit rate 4.4% among 360,000; note: % is set by controls: 0 for no effect and ±100 for the full control effect; nearly all actives have a fitted effect of over 60% in size
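BAZ2B 50 nM plus b-H3(5-23)K14Ac 50 nM, PBS pH 7.4/0.01% Tween-20, 30 min RT; compound added (max 110 uM), 30 min RT; streptavidin donor/Ni-chelate acceptor beads 10 ug/mL final, 20 min dark; AlphaScreen read.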
APEX1 inh = blocks human APE1 abasic DNA cleavage; hit rate 0.35% among 350,000; Potency, µM (highest dose often 65.8 µM), without a hit: at the highest dose activity change, negative = inhibition, actives largely listed as inhibitors; recombinant APE1, TAMRA/BHQ-2 abasic DNA cleavage fluorescence;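 note: plate controls were vehicle for no effect and reference inhibitor for full effect; nearly all actives have a fitted effect of over 55% in size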
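Substrate: short duplex with […] THF abasic site, 5'-TAMRA and 3'-BHQ-2, 50 nM final. APE1 at 0.75 nM, preincubated 15 min RT with compound. Fluorescence increase from first to third read measured activity.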
G9a inh = inhibitors of human histone lysine methyltransferase G9a; Q96KQ7; G9a H3K9 monomethylation, AlphaScreen, 2 h; Potency, µM (highest dose often 102 µM), without a hit: at the top dose activity, negative = inhibition, most hits filed as inhibitors; hit rate 8.8% among 350,000; AID 504332; note: % is set by controls: 0 for no effect and ±100 for the full control effect; nearly all actives have a fitted effect of over 75% in size
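Enzyme 20 nM + cpd, 15 min RT; add b-H3K9 pep 500 nM / SAM 20 uM; 2 h RT; anti-H3K9me1 Ab 0.5 ug/mL + SA donor / anti-rabbit acceptor beads 20 ug/mL each, 10 min; AlphaScreen read.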
Pol eta inh = inhibitors of human DNA polymerase eta; recombinant Pol eta, fluorescent DNA replication assay; Potency, µM (series often up to 114 µM), inactives show at the highest dose activity change, negative = inhibition, most hits filed as inhibitors; hit rate 1.2% among 390,000; AID 588591; note: % is set by controls: 0 for no effect and ±100 for the full control effect
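Fluorescent replication assay: 50 nM final substrate added after a 15 min room-temperature compound preincubation with 10 nM enzyme. Signal taken at 0 min and again at 10 min.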
* = called active by the depositor; ? = inconclusive; · = not tested or not shown; & = joins results of further samples; [ ] = another dose, or the depositor's remark. Calls come from the whole dose curve; as a rule, active = well fitted curve in the direction sought with a large enough effect; inconclusive = small, poorly fitted or top-dose-only effect, or another doubt; inactive = no such curve, though single readings can be large; an effect the other way counts as inactive or inconclusive. Potency is the fitted concentration of half-maximal effect. Some of the compounds tested, so the mix of outcomes need not match the whole.

Each structure is followed by: Apoferritin bind | Pol beta inh | Pol kappa inh | Pol iota inh | BLM inh | BAZ2B inh | APEX1 inh | G9a inh | Pol eta inh
CCC(C)c1ccc(NC(=O)c2[nH]c(C)c(C(C)=O)c2C)cc1 (centres undefined)
  ? | -22% | -12% | -15% | -9% | -36% | -17% | ? | -28%
Cc1c(C2CC(=O)N(c3ccccc3)C2=O)[nH]n(-c2ccccc2)c1=O (centres undefined)
  -18% | -1% | 2% | ? | 0% | ? | 0% | 35µM* | 4%
CCOc1ccc(CCNC(=O)c2ccc3c(c2)sc2nc(-c4ccc(F)cc4)cn23)cc1OCC
  -13% | 29% | 0% | ? | 1% | 4% | · | 2%[59 µM] | -7%
NC(=O)COc1ccc2c3c(c(=O)oc2c1)CCCCC3
  -14% | 15% | -9% | 6% | 2% | 21% | 3% | 26%[59 µM] | -9%
CCOC1OC(=O)C(Cl)=C1Nc1ccc(C)cc1C (centres undefined)
  -2% | -2% | -5% | -14% | 1% | 9% | -1% | 6% | -10%
COc1ccccc1Oc1nc(-c2cccnc2)nc2ccccc12
  ? | -10% | -1% | ? | -2% | 2% | -7% | 8% | -4%
CN(C)Cc1nc2c(c(=O)[nH]1)C1(CCCCC1)Cc1ccccc1-2
  -10% | 1% | -1% | ? | -3% | -10% | 14% | 52%[activator][59 µM] | -3%
Clc1ccc2nc(NCc3ccccc3)c3nncn3c2c1
  -11% | 13% | 3% | 8% | -2% | -2% | · | 7%[59 µM] | ·
O=C(O)[C@@H]1CCCN1C(=O)COc1ccc2c3c(c(=O)oc2c1)CCC3
  -5% | 0% | -15% | 57%[activator] | -4% | -2% | -7% | -13%[12.7 µM] | 0%
C=CCNc1nc(C(F)(F)F)nc2c1nnn2Cc1ccccc1Cl
  -14% | -1% | 8% | 5% | -4% | -3% | -5% | 1%[59 µM] | -4%
COc1cccc(OCc2cc(C(=O)NCc3ccc4c(c3)OCO4)no2)c1
  ? | 1% | -5% | 10% | -7% | -16% | 43% | -11% | -22%
CCc1c(O)nc(SCC(=O)Nc2nc3ccccc3s2)n(-c2ccccc2)c1=O
  5% | 9% | -18% | 121%[activator] | -11% | -22% | -5% | -42% | -11%
CC1(C)C(=O)Nc2ccccc2N1C(=O)COC(=O)c1ccc(NC(N)=O)cc1
  · | · | -19% | ? | · | -10% | 15% | 35µM* | ?
CSCC(=O)N1CCC(Oc2cccc(C(=O)NCc3ccccn3)c2)CC1
  -1% | 28% | 1% | 28% | 0% | -3% | 5% | -12% | -6%
COc1ccc(C2CC2C(=O)c2ccccn2)cc1 (centres undefined)
  -16% | 0% | 3% | 35%[activator] | -7% | 25% | -5% | 46% | -20%

Reprinted at random: 4 records from the list.
Each structure is followed by: Apoferritin bind | Pol beta inh | Pol kappa inh | Pol iota inh | BLM inh | BAZ2B inh | APEX1 inh | G9a inh | Pol eta inh
C=CCNc1nc(C(F)(F)F)nc2c1nnn2Cc1ccccc1Cl
  -14% | -1% | 8% | 5% | -4% | -3% | -5% | 1%[59 µM] | -4%
CCOC1OC(=O)C(Cl)=C1Nc1ccc(C)cc1C (centres undefined)
  -2% | -2% | -5% | -14% | 1% | 9% | -1% | 6% | -10%
CC1(C)C(=O)Nc2ccccc2N1C(=O)COC(=O)c1ccc(NC(N)=O)cc1
  · | · | -19% | ? | · | -10% | 15% | 35µM* | ?
O=C(O)[C@@H]1CCCN1C(=O)COc1ccc2c3c(c(=O)oc2c1)CCC3
  -5% | 0% | -15% | 57%[activator] | -4% | -2% | -7% | -13%[12.7 µM] | 0%

A draw from above in order of molar mass, rising.
Each structure is followed by: Apoferritin bind | Pol beta inh | Pol kappa inh | Pol iota inh | BLM inh | BAZ2B inh | APEX1 inh | G9a inh | Pol eta inh
CN(C)Cc1nc2c(c(=O)[nH]1)C1(CCCCC1)Cc1ccccc1-2
  -10% | 1% | -1% | ? | -3% | -10% | 14% | 52%[activator][59 µM] | -3%
COc1ccccc1Oc1nc(-c2cccnc2)nc2ccccc12
  ? | -10% | -1% | ? | -2% | 2% | -7% | 8% | -4%
COc1cccc(OCc2cc(C(=O)NCc3ccc4c(c3)OCO4)no2)c1
  ? | 1% | -5% | 10% | -7% | -16% | 43% | -11% | -22%

Next section
Each structure is followed by: Apoferritin bind | Pol beta inh | Pol kappa inh | Pol iota inh | BLM inh | BAZ2B inh | APEX1 inh | G9a inh | Pol eta inh
Cc1cc(=O)oc(C)c1C(=O)n1nc(C)c2c1C[C@@H]1[C@H]2C1(C)C
  ? | 14% | -2% | 1% | 1% | 11% | 3% | -19% | 7%
CCOc1cccc(C(=O)Nc2ccccc2N2CCN(C(=O)C(C)C)CC2)c1
  -20% | -1% | -3% | -13% | -7% | -9% | 15% | -35% | -19%
Cc1cc(C)cc(N(CCC#N)C(=O)COC(=O)c2nc3nc(C)cc(C)n3n2)c1
  · | · | -8% | 16% | · | 7% | -13% | -9% | -2%
COc1ccc(CCNC(=O)c2ccc3nc(N4CCOCC4)sc3c2)cc1OC
  -7% | 2% | -6% | 9% | -1% | -6% | 25% | ? | -11%
CC(C)c1ccc(NC2CCCN(C(=O)CCc3cnn(C)c3)C2)cc1 (centres undefined)
  -7% | -12% | -9% | 49%[activator] | 1% | -19% | 9% | -3% | -25%
Cc1nc(NCCc2ccc(S(N)(=O)=O)cc2)c2c3c(sc2n1)CCC3
  -15% | -22% | -13% | -8%[58.9 µM] | -4% | 1% | -6% | -36%[59 µM] | -4%
O=C(CSc1ccccc1)Nc1ccc(-c2nc3ccccc3[nH]2)cc1
  -10% | 7.1µM* | ? | ? | -18% | ? | 2% | ? | ?
Cc1noc(C)c1COc1ccccc1C(=O)NCc1ccco1
  · | · | -16% | -28% | · | -1% | -2% | -3%[12.7 µM] | 0%
CSc1ccccc1C(=O)NC1CCCCCC1
  ? | -29% | -1% | 21% | -3% | 1% | 1% | 23%[2.33 µM] | -5%
Cc1nn(-c2ccccc2)c(N)c1Sc1cccc([N+](=O)[O-])c1
  -3% | -7% | -8% | ? | -2% | ? | -4% | ? | -26%
COc1ccccc1-c1noc2ncnc(Nc3cccc(C)c3C)c12
  -13% | 29% | -13% | -12% | -2% | 0% | 3% | · | -5%
CN(C)c1ccc(NC(=O)/C=C/c2ccccc2Cl)cc1
  -5% | -2% | -27% | 7% | -1% | -7% | -4% | 1.1µM* | 2%
O=C(O)c1ccc2c(c1)SC1=NS(=O)(=O)CCN12
  1% | 38%[activator] | -15% | 4% | -3% | -7% | 6% | · | -17%
O=C(OCc1ccccc1)N1CCc2ccccc21
  ? | -9% | -4% | 170%[activator] | -6% | 191%[activator] | 45% | 202%[activator] | -16%
CCc1c(C)sc(NC(=O)C2CC2)c1C(=O)OC(C)C
  -10% | 27% | -5% | 4% | -5% | 19% | 1% | -8%[59 µM] | -23%
CCC(=O)Nc1c(C)n[nH]c1C
  5% | 18% | -9% | 7% | 0% | 22% | ? | ? | -5%
COc1cc(/C=C/C(=O)NC(=O)c2ccccc2O)ccc1OC(C)=O
  -23% | 2% | 12% | 10% | -1% | 0% | 5% | · | -15%
COC(=O)c1cn(NC(=O)c2ccc([N+](=O)[O-])c(C)c2)c(=O)c2ccccc12
  -9% | 0% | -8% | 83%[activator] | 0% | -6% | -3% | 9% | -8%
C=CCOc1c(CNc2cccc(C(=O)O)c2)cccc1OC
  2% | 28% | -7% | 2% | 1% | -2% | 4% | -46%[59 µM] | -13%
COc1ccc(NC(=O)c2cc(C3CC3)nc3c2c(C)nn3-c2ccccc2)cc1
  -3% | 2% | -13% | -5% | -5% | ? | · | -29%[59 µM] | -14%
CCOC(=O)Cc1csc(NC(=O)c2csc3c2CCCC3)n1
  ? | 2% | -2% | -14%[58.9 µM] | -9% | 1% | -4% | 35µM* | -3%
Cc1c(NC(=O)CCC(=O)N2CCCCC2)c(=O)n(-c2ccccc2)n1C
  -9% | 8% | -6% | 20% | 1% | 1% | -1% | ? | -9%
CCC(=O)c1ccc(OCC(=O)Nc2ccc3c(c2)OCCO3)cc1
  · | · | -16% | -1% | · | · | -14% | · | -2%
CC1CCN(C(=O)C(C)c2ccc([N+](=O)[O-])cc2)CC1 (centres undefined)
  -14% | 10% | -2% | 30% | 2% | -22% | 0% | -21% | -26%
Cc1ccc(S(=O)(=O)N2CCN(Cc3nc4sc5c(c4c(=O)[nH]3)CCCC5)CC2)cc1
  -4% | -3% | -21% | 340%[activator] | -5% | -1% | 9% | 27%[59 µM] | -14%
CN1CCC(=O)N(CCSc2ccccc2)CC1
  3% | 22% | -1%&1% | 32%&12%[activator] | -10% | 13% | 5% | · | -4%
O=C(COC(=O)c1ccc(Cl)cc1[N+](=O)[O-])NC(=O)c1ccccc1
  -16% | -12% | -3% | 26% | -5% | -36% | 39% | 36% | -12%
O=C(Nc1ccc(CN2CCOCC2)cc1)c1ccc(-c2cc(Cl)ccc2Cl)o1
  -17% | ? | 0% | 13% | 0% | -36% | -2% | -13%[59 µM] | ?
Cc1ccc(Cn2nnnc2CN2CCC(O)(c3ccccc3F)CC2)cc1
  -2% | 0% | -11% | 9% | 4% | 7% | -1% | -22%[59 µM] | -1%
COC(=O)c1ccc(CNC(=O)CCNC(=O)c2ccco2)cc1
  · | · | -6% | -2% | · | -11% | 50%[activator] | -4%[2.33 µM] | -6%
O=C(O)CNC(=S)N(Cc1ccc(F)cc1)C1CCCCC1
  -2% | 1% | -12% | 23% | 1% | 9% | ? | -36% | -3%
COc1ccccc1C(=O)NC(C)C(c1cccs1)N1CCN(C)CC1 (centres undefined)
  -3% | -2% | -26% | -2%[58.9 µM] | -6% | -4% | -4% | -5%[59 µM] | 0%
O=C(CNS(=O)(=O)c1ccc(Br)s1)N1CCN(c2ccccc2F)CC1
  -14% | 1% | -6% | 10% | -5% | 2% | · | 1%[59 µM] | -7%
Cn1c(=O)[nH]c(=O)c2c1nc(N1CCCCC1)n2CCCSc1nc2ccccc2s1
  0% | 4% | -2% | 9% | -1% | -34% | 1% | -4%[59 µM] | -9%
